Source: PubChem BioAssay (Southern Research Specialized Biocontainment Screening Center)
PhoP GFP inhibition: PhoP regulon inhibitors, Salmonella typhi PhoP promoter GFP reporter, confirmatory (AID 1850); Salmonella Typhi PhoP-promoter GFP reporter, fluorescence, 4 h; higher % means a stronger effect; one-dose inhibition, % at 50 µM; IC50 in µM for titrated hits; 0.33% of 310,000 active; in the data active = a potency from the dose series; inconclusive = inhibition mostly from about 25% at the one dose, without a potency; inactive = the rest, 99 in 100 with inhibition below about 19%;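 also: 0% = induced wells with vehicle and 100% = uninduced wells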
tuberculosis growth: growth inhibition of non-replicating M. tuberculosis (AID 488890); Mycobacterium tuberculosis non-replicating, growth inhibition; higher % means a stronger effect; one-dose inhibition, % at 25 µM; IC50 in µM for titrated hits; 0.39% of 320,000 active; in the data active = a potency from the dose series; inconclusive = inhibition mostly from about 82% at the one dose, without a potency; inactive = the rest, 99 in 100 with inhibition below about 76%;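 also: plate controls were DMSO cells for no effect and high antibiotic wells for full effect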
VEEV TC-83 Vero: inhibitors of VEEV TC-83 cytopathic effect, confirmation, Vero cells (AID 588727); inhibition, % at 20 µM; hits with a dose series show IC50 in µM; Vero cells, VEEV TC-83 cytopathic effect inhibition; higher % means a stronger effect; 0.13% of 350,000 active; in the data active = a potency from the dose series; inconclusive = inhibition mostly from about 14% at the one dose, without a potency; inactive = the rest, 99 in 100 with inhibition below about 12%; also: strong numbers were not always called active
H1N1 NS1A inhibition: NS1A inhibition, H1N1 influenza, cell based functional assay (AID 504329); NS1A functional cell-based assay, percent inhibition; higher % means a stronger effect; inhibition, % at 12.5 µM; hits with a dose series show IC50 in µM; 0.3% of 340,000 active; in the data active = a potency from the dose series; inconclusive = inhibition above about 27% without an active follow-up result; also: strong numbers were not always called active
M. tuberculosis HTS: M. tuberculosis growth inhibition, HTS (AID 449762); M. tuberculosis H37Rv growth inhibition, 7H9 media; higher % means a stronger effect; one-dose inhibition, % at 25 µM; IC50 in µM for titrated hits; 0.59% of 330,000 active; in the data active = a potency from the dose series; inconclusive = inhibition above about 70% without an active follow-up result;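 also: bacterial growth assessed after seven days of incubation; strong numbers were not always called active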
VEEV TC-83 Vero 10K pilot screen: further read-out of VEEV TC-83 Vero, marked with its call; inhibition, %; measured here: 10K pilot screen inhibition
An asterisk follows results filed as active; i = inactive; ? = inconclusive; · = no result given.

SMILES	PhoP GFP inhibition	tuberculosis growth	VEEV TC-83 Vero	H1N1 NS1A inhibition	M. tuberculosis HTS	others
Cc1ccc(N(C(=O)C2CCC(=O)N2)C2(C(=O)NC3CCCCC3)CCCCC2)cc1 (stereo unspecified)	-1%	-14%	0.5%	8%	-10%
Cc1ccc(C(=O)N/C(=C\c2cn(C)c3ccccc23)C(=O)NCCCN2CCOCC2)cc1	12%	-9%	0.1%	1%	5%
CCCCNc1c(-c2ccc(SC3CCCCC3)c(OC)c2)nc2ccc(C)cn12	·	76%	4.5%	-2%	11µM*	VEEV TC-83 Vero 10K pilot screen=4.3
COc1ccc(C(=O)Nc2cc3c(cc2C(=O)O)OCCCO3)c(OC)c1	-3%	21%	1.5%	5%	20%
C=CCNC(=S)N/N=C/c1ccc(-c2cc(Cl)ccc2Cl)o1	3%	-15%	i	13%	-4%
NC(=O)c1nn(Cc2ccccc2)c(=O)c2ccccc12	3%	-3%	0.4%	7%	0%
COC(=O)c1cc(N=Nc2sc(N)nc2C)cc(C(=O)OC)c1	8%	5%	i	4%	5%
CNCC(O)c1ccc(O)c(O)c1 (stereo unspecified)	2%	10%	i	0%	10%
CCOC(=O)c1ccc(Cl)c(S(=O)(=O)N2CCCC2)c1	7%	-9%	i	-3%	-5%
CCCc1ccc(S(=O)(=O)N2CCN(C(C)C(=O)NCc3ccccc3)CC2)cc1 (stereo unspecified)	·	·	2.2%	-8%	·
Cc1cccc(CS(=O)(=O)Cc2ccc(C(=O)O)o2)c1	2%	-7%	0.5%	-13%	-2%
CCc1c(C(=O)N/N=C/c2ccc(C)o2)csc1C	-2%	16%	2.2%	-6%	-1%
Cc1noc(C)c1S(=O)(=O)Nc1ccc(C(=O)N2CCN(c3ccc(Cl)cc3)CC2)cc1	7%	17%	i	2%	2%
COc1cccc(C(C)=C2SC(=S)NC2=O)c1	·	·	1.6%	-10%	·
CCn1c(SCC(=O)N2CCCCC2C)nc2c1c(=O)n(C)c(=O)n2C (stereo unspecified)	-3%	-11%	1.6%	11%	-2%
Cc1nc(CNC(=O)CC2C(=O)NCCN2Cc2ccc(F)cc2)cs1 (stereo unspecified)	-7%	-7%	5.5%	0%	-7%
COC(=O)c1ccccc1S(=O)c1snnc1C (stereo unspecified)	8%	-7%	1.2%	-2%	-1%
CCN(CC)c1nc(Nc2ccccc2)nc(Oc2ccc(=O)n(C)n2)n1	4%	1%	7.5%	-7%	4%	VEEV TC-83 Vero 10K pilot screen=4.2
O=C(O)/C=C/C(=O)N1CCN(c2ccc(F)cc2)CC1	3%	-15%	i	-16%	0%
COc1cc(NC(=S)N2CCN(C(c3ccccc3)c3ccccc3)CC2)cc(OC)c1	10%	4%	1.2%	3%	-8%

Next section, overlapping the part above by 7 compounds.
SMILES	PhoP GFP inhibition	tuberculosis growth	VEEV TC-83 Vero	H1N1 NS1A inhibition	M. tuberculosis HTS	others
COc1cccc(C(C)=C2SC(=S)NC2=O)c1	·	·	1.6%	-10%	·
CCn1c(SCC(=O)N2CCCCC2C)nc2c1c(=O)n(C)c(=O)n2C (stereo unspecified)	-3%	-11%	1.6%	11%	-2%
Cc1nc(CNC(=O)CC2C(=O)NCCN2Cc2ccc(F)cc2)cs1 (stereo unspecified)	-7%	-7%	5.5%	0%	-7%
COC(=O)c1ccccc1S(=O)c1snnc1C (stereo unspecified)	8%	-7%	1.2%	-2%	-1%
CCN(CC)c1nc(Nc2ccccc2)nc(Oc2ccc(=O)n(C)n2)n1	4%	1%	7.5%	-7%	4%	VEEV TC-83 Vero 10K pilot screen=4.2
O=C(O)/C=C/C(=O)N1CCN(c2ccc(F)cc2)CC1	3%	-15%	i	-16%	0%
COc1cc(NC(=S)N2CCN(C(c3ccccc3)c3ccccc3)CC2)cc(OC)c1	10%	4%	1.2%	3%	-8%
CCC(=O)Nc1ccc(Nc2nc(Cl)nc(Nc3ccc(NC(=O)CC)cc3)n2)cc1	-5%	0%	0.1%	-2%	1%
COc1ccc2c(=O)c(C(=O)NCc3ccccc3)c[nH]c2c1	-6%	46%	2.3%	2%	8%
CCC(C(=O)c1ccccc1)N(C(=O)c1ccccc1Cl)N1C(=O)C2C3C=CC(C3)C2C1=O (stereo unspecified)	-4%	29%	i	9%	1%
CCc1ccc(NC2=NCC(=O)N2c2ccc3c(c2)OCCO3)cc1	-1%	3%	i	-1%	-9%
COc1ccc(C2(C)NC(=O)N(CC(=O)NCc3ccccc3)C2=O)cc1OC (stereo unspecified)	-17%	-7%	1.4%	2%	9%
COc1ccc(NS(=O)(=O)c2ccc(O)c(C(=O)OCC(=O)NC(C)C3CC4CCC3C4)c2)cc1 (stereo unspecified)	1%	-2%	0.3%	7%	-1%
COC(=O)c1nc(-c2ccc(C)cc2)oc1N(C)C	-14%	-2%	0.6%	9%	-2%
O=C(NCc1ccco1)c1cnn2c(C(F)(F)F)cc(-c3cccs3)nc12	12%	11%	6.8%	-3%	2%
Cc1nc(N2N=C(c3ccc(Cl)cc3)CC2c2ccco2)sc1C(=O)N(C)C (stereo unspecified)	-8%	17%	5.1%	-15%	-3%
CCOCCCNC(=O)CN1C(=O)COc2ccc(S(=O)(=O)N3CC(C)CC(C)C3)cc21 (stereo unspecified)	-2%	13%	i	-9%	-2%
Cc1c(-c2cc(C(=O)O)c3ccccc3n2)cnn1C	-20%	8%	1.7%	-6%	5%
CC1(C)OCC(C2CC(c3ccccc3)NS(=O)(=O)O2)O1 (stereo unspecified)	3%	13%	i	3%	-9%
CN(C)CCOCCOc1ccc(Cl)cc1Br	19%	-3%	i	-3%	-8%
CC(C)(C)N(Cc1ccccc1)C(=O)c1cc2ccccc2o1	-4%	50%	0.4%	-1%	15%
CC(C)n1nc(C(=O)NCCCN2CCCC2=O)c2ccccc2c1=O	-2%	-9%	1.7%	-1%	-18%
COCCn1c(SCC(=O)Nc2cccc(NC(C)=O)c2)nc2c([nH]c3ccccc32)c1=O	-3%	-4%	4.5%	-3%	-10%
NS(=O)(=O)c1ccc(N/N=C/c2cn(-c3ccccc3)nc2-c2cccs2)c([N+](=O)[O-])c1	8%	10%	?	12%	10%
Cc1c(C(=O)Nc2c(F)cccc2F)sc2ncn(CC(=O)N3CCCCC3)c(=O)c12	9%	3%	2.0%	-1%	-12%
Cc1c(NC(=O)c2ccccc2N)cccc1C(=O)O	-5%	5%	i	-4%	-2%
Cc1ccccc1NC(=O)N1CCCN(c2ccc(C#N)cn2)CC1	-7%	-15%	0.7%	-3%	-3%
CCCOc1ccc(N2CC(C(=O)NCCc3ccc(OC)c(OC)c3)CC2=O)cc1 (stereo unspecified)	-7%	-1%	1.3%	-4%	-2%
CCOc1ccc(N2C(=O)CC(SC(=NC)Nc3cccc(F)c3)C2=O)cc1 (stereo unspecified)	-14%	10%	i	-17%	11%
COc1ccc(Nc2nc(C)cc(=O)[nH]2)cc1	-4%	-6%	0.3%	1%	-4%
O=c1cc(-c2ccccc2)c2ccccc2[nH]1	-3%	6%	3.0%	-1%	-3%
COc1ccc(NC(=O)CCN2CCOCC2)c(OC)c1	-3%	-3%	1.0%	-2%	19%
Cc1ccc(C)c(OCCC(=O)OCC(=O)c2ccc3c(c2)NC(=O)CO3)c1	4%	39%	i	-3%	-3%
COc1ccc(-c2noc(CNC(=O)c3ccc4c(c3)OCO4)n2)cc1	11%	-3%	3.0%	3%	2%
O=Cc1ccc(OCC(=O)NCC2CCCO2)cc1 (stereo unspecified)	3%	4%	1.1%	8%	0%
Cc1cc(Cl)ccc1OCCCC(=O)OCC(=O)Nc1cccc(S(N)(=O)=O)c1	·	19%	i	-6%	-4%
Cc1cc(C(=O)NC2CCCc3c2cnn3-c2ccc(C(C)(C)C)cc2)nn1C (stereo unspecified)	-6%	23%	5.9%	8%	29%
CN(C)c1ccc(/C=[N+](\[O-])C2N(c3ccccc3)C(=S)SC2(C)C)cc1 (stereo unspecified)	-5%	-11%	0.6%	6%	3%
Cc1ccc(C(=O)NC2CCS(=O)(=O)C2)cc1S(=O)(=O)N1CCCCCC1 (stereo unspecified)	1%	-15%	i	9%	-5%
CCCN1Cc2cccc(C(=O)NCc3ccccc3OC)c2C1=O	-4%	10%	4.4%	-2%	6%
CCC[C@@H]1C[C@@H](C(=O)N[C@H]([C@@H](C)O)[C@H]2O[C@H](SC)[C@H](O)[C@@H](O)C2O)N(C)C1 (stereo partly specified)	11%	39%	4.4%	-6%	59%
O=c1cc(CN2CCN(Cc3ccccc3)CC2)c2ccc(O)c(O)c2o1	0%	-6%	3.5%	24%	-3%
Cc1cc(C)c(C2=CC(=O)C[C@H](c3ccc4c(c3)OCO4)C2)c(C)c1	·	14%	i	4%	51%
CS(=O)(=O)c1nc(S(=O)(=O)c2ccc(Cl)cc2)c(N2CCC(O)CC2)s1	-10%	21%	1.3%	6%	-3%
O=C(O)CCCC(=O)N1CCN(c2nc(-c3ccccc3)c3ccccc3n2)CC1	·	·	2.3%	3%	0%
CCCCNC(=O)c1onc(CSc2ccc(F)cc2)c1C(=O)NCCCC	6%	10%	0.4%	10%	-3%
Cc1nccc(-c2sc(-c3cccs3)nc2C)n1	4%	1%	0.1%	-10%	19%
CC(=O)c1cccc(OC(=O)C2=CC=CN3CCS(=O)(=O)N=C23)c1	·	-15%	0.1%	-3%	3%
Cc1cc([N+](=O)[O-])nn1CC(=O)N/N=C/c1ccccc1Br	13%	-6%	0.0%	-1%	-5%
Cc1cc(Br)ccc1NC(=O)CNC(=O)c1ccc(-n2cncn2)c([N+](=O)[O-])c1	5%	6%	1.1%	-6%	-6%
COc1ccccc1CNC(=O)C1CCC(CNS(=O)(=O)c2ccc(C)cc2)CC1 (stereo unspecified)	-4%	-13%	0.4%	-4%	31%
CCCN(CC(=O)Nc1ccc(F)c(F)c1F)C(=O)c1ccc2c(=O)n3c(nc2c1)CCC3	-7%	-5%	i	8%	-1%
Cc1ccc(-c2nnc(SCC(=O)N3CCOCC3)nc2-c2ccc(C)cc2)cc1	-9%	11%	7.6%	3%	-4%
CC(=O)N[C@@H](Cc1ccc(O)cc1)CN1C(N)=NC[C@@H]1CC(C)C	-4%	0%	1.1%	8%	-3%
O=C(c1ccc(Cl)c(S(=O)(=O)N2CCCCC2)c1)N1CCCCC1	-6%	-2%	2.2%	-15%	4%
Cc1cccc(C(=O)N2CCC(=O)N(C(COCc3cccc(C(F)(F)F)c3)Cc3ccccc3)CC2)c1 (stereo unspecified)	-25%	16%	1.8%	2%	1%
COC(=O)Nc1ccc(S(=O)(=O)N2CCC(C)CC2)cc1	-11%	-6%	i	-3%	-13%
CN(C(=O)COC(=O)CNC(=O)c1cccs1)c1c(N)n(Cc2ccccc2)c(=O)[nH]c1=O	·	-5%	1.4%	-6%	-6%
O=C(NNC(=O)c1ccc(Oc2ccc(C3SCCS3)cc2)o1)c1ccc(Cl)cc1	4%	55%	5.4%	-17%	10%
CCCC(C)c1nnc(NC(=O)CS(=O)(=O)Cc2ccccc2)s1 (stereo unspecified)	2%	14%	i	4%	-6%
CC(=O)c1sc(=S)n(-c2ccc(Cl)cc2)c1C	-1%	6%	0.2%	5%	-1%
O=C(O)Cc1ccc(NC(=S)NCc2ccco2)cc1	-1%	-1%	0.8%	-6%	-11%
COc1cccc(NC(=O)c2ccc(NCCCN3CC(C)CC(C)C3)c([N+](=O)[O-])c2)c1 (stereo unspecified)	·	·	1.5%	-6%	·
CC(C)c1ccc(NC(=O)Cn2ncc3ccccc32)cc1	8%	-10%	0.5%	-1%	9%
Cc1cc(C)c2cc(C#N)c(SCC(=O)NCc3ccco3)nc2c1	6%	-5%	1.1%	8%	-2%
C=C(C)CC(Nc1ccc(OC)cc1)c1ccco1 (stereo unspecified)	5%	-2%	2.4%	-6%	-6%
Cc1ccc(NC(=O)C(=O)NCCCN2CC(C(=O)O)CC2=O)cc1 (stereo unspecified)	2%	1%	2.5%	-6%	-4%
O=C(CN(CC1CCCO1)C(=O)CNS(=O)(=O)c1ccccc1)NCc1ccco1 (stereo unspecified)	2%	-5%	1.0%	-10%	-1%
N#C/C(=C\c1cc(Br)ccc1F)C(=O)NC1CC1	4%	2%	11%	-11%	1%

Ordered by length of the SMILES (ascending): part of the list above
SMILES	PhoP GFP inhibition	tuberculosis growth	VEEV TC-83 Vero	H1N1 NS1A inhibition	M. tuberculosis HTS	others
Cc1cc(C)c2cc(C#N)c(SCC(=O)NCc3ccco3)nc2c1	6%	-5%	1.1%	8%	-2%
O=C(c1ccc(Cl)c(S(=O)(=O)N2CCCCC2)c1)N1CCCCC1	-6%	-2%	2.2%	-15%	4%
Cc1cccc(C(=O)N2CCC(=O)N(C(COCc3cccc(C(F)(F)F)c3)Cc3ccccc3)CC2)c1 (stereo unspecified)	-25%	16%	1.8%	2%	1%
